KDM5B inh: KDM5B demethylase inhibition. Q9UGL1. KDM5B demethylase, FDH-coupled NADH fluorescence (FDH is formaldehyde dehydrogenase). Potency, µM (series often up to 57.7 µM), inactives show top-dose activity change, negative = inhibition, usual class: inhibitors. actives 2.6% (n = 220,000). AID 1347165; active = well fitted inhibition curve with a large enough effect; inconclusive = small, poorly fitted or top-dose-only effect; inactive = no such curve, though single readings can be large or run the other way; also: 0% is about no effect; nearly all actives have a fitted effect of over 70% in size
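Coupled FDH/NAD⁺ fluorescence readout. KDM5BΔAP 200 nM final; compound titration, 10 min RT preincubation; substrate mix 12.5 µM H3K4me3, 25 µM 2-OG, 50 µM Fe(II), 100 µM ascorbate, 0.25 mM NAD⁺, 0.25 U/mL FDH; ΔRFU over 30 min.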
Starred values were filed as active, the others as inactive; i = inactive; ? = inconclusive; [ ] = remark or other dose. Potency is read from the fitted curve at half-maximal effect. An excerpt. The share of hits here may be higher or lower than overall.

SMILES	KDM5B inh
CCN1CCN(c2ccc(S(=O)(=O)N(CC)CC)cc2NC(=O)c2ccc(F)cc2)CC1	-12.1%
Cc1ccc(C2c3cccn3CCN2S(=O)(=O)c2ccc([N+](=O)[O-])cc2)cc1 (configuration not stated)	?
NS(=O)(=O)c1ccc(CCNC(=O)c2ccccc2Cc2ccccc2)cc1	6.8%
CCOc1ccc(CC(=O)NCc2ccc3c(c2)CCN3C(=O)c2ccc(F)cc2)cc1OCC	-9.7%
CCCc1nnc(NC(=O)C2CC(=O)N(c3n[nH]c4ccccc34)C2)s1 (configuration not stated)	3.3%
O=C(NCCN1CCCCC1)C1CCCN(c2cnc3nccnc3c2)C1 (configuration not stated)	-25.4%
CNc1oc(-c2cccc(C)c2)nc1S(=O)(=O)c1ccccc1	-4.0%
Cc1c(C(=O)CN2CCCC(C)(C)C2)c2ccccc2n1C	-27.4%
CC(C)C(=O)N1CCN(Cc2coc(-c3ccc(Cl)cc3)n2)CC1	-1.3%
COc1ccc(Nc2ncnc3c2cnn3-c2ccccc2Cl)cc1	-8.3%
C=CCNC(=S)Nc1cc(Cl)ccc1Cl	-6.3%
CCCc1cc(C(=O)N2CCCC(Nc3ccc(C)c(C)c3)C2)n(C)n1 (configuration not stated)	16.2%
COc1cccc(CNC(=O)CN(C)S(=O)(=O)c2ccc(Br)s2)c1	-2.6%
CNC(=O)c1cccc(NC(=O)Cc2nc(-c3ccccc3)oc2C)c1	5.3%
CN(C(=O)c1cc(-c2ccccc2)c(N2CCOCC2)s1)C1CCS(=O)(=O)C1 (configuration not stated)	15.5%
CCOc1cc(/C=C/C(=O)c2ccc(C#N)cc2)cc(Cl)c1OC	-23.1%
COc1ccc(CNc2oc(COc3cccc(Cl)c3)nc2C#N)cc1	-10.6%
CCCc1ccc(-c2cc(C(=O)NCc3cnn(C)c3)c3ccccc3n2)cc1	?
COc1ccc(C(=O)C(Cl)C(=O)c2ccc(OC)cc2)cc1	?
COC(=O)c1ccc(C(=O)NCc2ccccc2C)cc1	-1.4%
CCc1ccc(-c2cc3c(=O)[nH]nc(SCC(=O)NC(C)(C)C)n3n2)cc1	20.2%
CC1CCN(CC2CCCN(C(=O)CC3CCCC3)CC2)CC1 (configuration not stated)	-4.2%
COc1ccc(CNCC(=O)Nc2cc(OC)cc(OC)c2)cc1	?
OC1CC(c2cc(NCCOCc3ccc(Cl)cc3)ncn2)C1 (configuration not stated)	6.6%
O=C(COC(=O)c1cc(=O)[nH]c2ccccc12)NC1CCCC1	?
CNC(=O)[C@H]1C[C@H](Oc2cccnc2)CN1C(=O)Nc1cccc(F)c1	9.7%
O=C(NC1CC1)c1ccc(Sc2ccccn2)cc1	19.0%
O=c1cc(CN2CCN(Cc3cccc(C(F)(F)F)c3)CC2)nc2ccc(Br)cn12	2.3%
CCn1cnc2cc(NS(=O)(=O)c3ccc(OC)c(OC)c3)ccc21	27.1%
COc1cc(C(=O)Nc2cc(-c3nc4ccccc4o3)ccc2C)cc(OC)c1OC	4.8%
O=C(CCC1CCCC1)NCC12CCC=C1N(CC1CC1)C(=O)CC2 (configuration not stated)	-3.1%
O=C(O)C(c1c[nH]c2ccc(Cl)cc12)N1CCN(Cc2ccc(Cl)cc2Cl)CC1 (configuration not stated)	13.0%
Cc1ccc(C)c(S(=O)(=O)NCCc2ccccc2F)c1	7.7%
CO[C@H]1C(=O)N(C(C)C)[C@H]1C1CCN(C(=O)c2cnccn2)CC1	-11.5%
CCOc1ccc(-n2c(SCC(=O)N(C)c3ccc(F)cc3)nc3[nH]ncc3c2=O)cc1	19.5%
CCOc1ccccc1NS(=O)(=O)c1cc(C(C)(C)C)ccc1C	10.7%
CCOc1ccc(S(=O)(=O)Nc2ccc(-c3cn4ccc(C)nc4n3)cc2)cc1	i
CCC(=O)Nc1ccc(S(=O)(=O)NCCn2nc(-c3ccc(F)cc3)ccc2=O)cc1	4.4%
CN1CCCC2(C1)CN(C)c1ccc(C(=O)Nc3ccc(F)cc3)cc12 (configuration not stated)	35.5µM*
Cn1nnnc1SCCNCc1ccccc1Cl	-8.4%
CC(C(=O)Nc1ccccc1)n1nnc2sc3c(c2c1=O)CCCC3 (configuration not stated)	-47.1%
Cc1cc(NC(=O)COC(=O)C2(c3ccccc3)CCCC2)no1	14.9%
OC1(c2csc(CN3CCOCC3)n2)CCN(C2CCCC2)CC1	-20.6%[86.2 µM]
CC(=O)Nc1ccc(NC(=O)C2CCN(S(=O)(=O)c3ccc4c(c3)CCCC(=O)N4)CC2)cc1	1.0%
COc1cccc(CNC(=O)c2cccc3ccccc23)c1	-6.7%

Retrieved by compound from above, two records:
SMILES	KDM5B inh
CCOc1cc(/C=C/C(=O)c2ccc(C#N)cc2)cc(Cl)c1OC	-23.1%
COc1cccc(CNC(=O)c2cccc3ccccc23)c1	-6.7%

Next section
SMILES	KDM5B inh
Brc1ccc(-c2noc(Cc3ccccc3)n2)o1	20.7%
COc1ccc(C(=O)N2CCC(N3CC4CC(C3)[C@H]3CCCC(=O)N3C4)CC2)cc1F (some centres not stated)	?
COc1ccc(C2=NOC(C(=O)NCc3cccnc3)C2)cc1 (configuration not stated)	-7.8%
COc1ccccc1N1CCN(CC(O)COc2ccc(C)c(C)c2)CC1 (configuration not stated)	9.7%
NC(=O)C1CCN(C(=O)Cc2c[nH]c3ccccc23)CC1	16.3%
COc1ccc(NC(=O)C2=C(C)Nc3nc(SCc4ccccc4C)nn3C2c2ccc(Br)cc2)cc1 (configuration not stated)	11.0%
Cc1cc2cc(NC(=O)c3cccc(C(N)=O)c3)ccc2[nH]1	-18.5%
N#Cc1cccc(-c2cn3c(n2)N(C(=O)C2CCCO2)CCC3)c1 (configuration not stated)	31.6µM*
CC1CCN(C(=O)CCNC(=O)c2ccccc2Cl)CC1	-16.1%
CCOc1ccc2c(=O)c(Oc3cccc(OC)c3)c(C)oc2c1	?
COc1ccc(N2CC3CCC(C2)N3C(C)=O)cc1	?
O=C(Nc1ccc(F)cc1F)c1cccc2c1C(=O)N(C1CCCCC1)C2	8.6%
COc1cccc(/C(O)=C2\C(=O)C(=O)N(c3ccccn3)C2c2cccc(Br)c2)c1 (configuration not stated)	12.0%
O=C1CCCN1CCCN1C(=O)[C@@H]2C[C@@H](O)CN2C2(CN(Cc3ccc(OC(F)(F)F)cc3)C2)C1=O	?
O=C1CCCCCN1C1CCN(Cc2ccncc2)CC1	?
CCOc1ccc(C(=O)Nc2ccc3oc(-c4ccc(C)cc4)nc3c2)cc1[N+](=O)[O-]	111.7%[activator]
Cc1ccc(CNC(=O)c2ccc3c(c2)N(Cc2cccc(Cl)c2)C(=O)CS3)cc1	-25.5%
CCNC(=O)NCC1c2cc(OC)c(OC)cc2CCN1C(=O)Nc1ccc(C)cc1 (configuration not stated)	-4.9%
Cn1c(=O)c2nc(SCCC(=O)Nc3ccccc3)n(C)c2n(C)c1=O	1.0%
O=[S+]1([O-])NCC2(CCN(Cc3ccc(F)cc3)C2)Oc2ccncc21 (configuration not stated)	22.2%[115 µM]
CC1=C[C@@H](CNC(=O)CCC(=O)O)[C@H](C(C)C)C[C@H]1Cc1nc2ccc(C)cc2[nH]1	-10.5%[86.2 µM]
COc1cc(NC(=O)c2ccc3c(c2)N(C)C2CCCCN2C3=O)cc(OC)c1OC (configuration not stated)	?
C[S+](=O)([O-])N1CCn2ncc(C(=O)NCc3ccc(Cl)nc3)c2C1	5.3%[115 µM]
CC1(C)CC(NC(=O)CCc2ncc(-c3ccccc3)o2)CC(C)(C)N1	9.3%
O=C(CCCn1c2ccccc2c(=O)c2ccccc21)Nc1ccc(F)cc1Cl	?
CC(C)Oc1ccc(CN2CCc3n[nH]c(=O)n3CC2)cc1	-7.8%
CC(C)c1noc(COc2ccc(C(N)=O)cc2)n1	12.5%
N#Cc1ccc(CNc2cccc(Br)c2)c(F)c1	-15.9%
Cc1nc2scc(CC(=O)NC(C)C)n2c(=O)c1-c1cc(C)n(-c2cccc(Cl)c2)n1	28.2µM*
CC(C)n1c(Br)nc2c1c(=O)[nH]c(=O)n2C	4.8%

An excerpt of these results, field by field.
> CCOc1cc(/C=C/C(=O)c2ccc(C#N)cc2)cc(Cl)c1OC
- KDM5B inh: -23.1%

> CNC(=O)[C@H]1C[C@H](Oc2cccnc2)CN1C(=O)Nc1cccc(F)c1
- KDM5B inh: 9.7%

> CCC(=O)Nc1ccc(S(=O)(=O)NCCn2nc(-c3ccc(F)cc3)ccc2=O)cc1
- KDM5B inh: 4.4%

> CCc1ccc(-c2cc3c(=O)[nH]nc(SCC(=O)NC(C)(C)C)n3n2)cc1
- KDM5B inh: 20.2%

Arranged by molecular weight (high to low): 5 of the compounds above
SMILES	KDM5B inh
Cc1nc2scc(CC(=O)NC(C)C)n2c(=O)c1-c1cc(C)n(-c2cccc(Cl)c2)n1	28.2µM*
CC1(C)CC(NC(=O)CCc2ncc(-c3ccccc3)o2)CC(C)(C)N1	9.3%
OC1(c2csc(CN3CCOCC3)n2)CCN(C2CCCC2)CC1	-20.6%[86.2 µM]
CCOc1cc(/C=C/C(=O)c2ccc(C#N)cc2)cc(Cl)c1OC	-23.1%
NC(=O)C1CCN(C(=O)Cc2c[nH]c3ccccc23)CC1	16.3%

The list continues:
SMILES	KDM5B inh
Cn1c(=O)c2c(nc(N3CCCC3)n2CC(O)CO)n(C)c1=O (configuration not stated)	-12.0%
O=C(O)c1cnc(OCC(F)(F)F)c(Cl)c1	1.6%
CCc1ccc(NC(=O)Cn2cc(OC)c(=O)cc2CN2CCN(C(C)=O)CC2)cc1	-13.8%
N#CC(C#N)=Cc1cnc(N2CCN(c3ccccc3)CC2)s1	-0.7%
O=C(NCc1cccs1)c1cc(Br)cn2ccnc12	39.8µM*
Cc1ccc(C)c(Nc2nnc(-c3ccc(C)c(S(N)(=O)=O)c3)c3ccccc23)c1	4.2%
CCOc1ccc(CNC(=O)C2CCN(S(=O)(=O)N3CCCCC3)CC2)cc1	-7.7%
O=C1CN(C(=O)CCc2ncc(-c3ccc(Cl)cc3)o2)CCN1	12.4%
COc1cc(OC)c(CNC(=O)c2c(C)noc2-c2ccc(OC(F)(F)F)cc2)c(OC)c1	-11.3%
COc1ccc(-c2noc(C(=O)N3CCCC3)c2[C@H](C)O)cc1	12.1%[86.2 µM]
Cc1noc2c(NCC3CCOCC3)cc(-c3ccc(F)cc3)nc12	?
O=C(c1ccncc1)N1CCCC(c2noc(COc3ccccc3F)n2)C1 (configuration not stated)	3.4%
Cc1ccc(O)c(CN2CC[C@@H](c3ccc4ccccc4c3)[C@H](O)C2)n1	0.4%
Cc1ccccc1NC(=O)NN	30.9%[activator]
Cc1ccccc1-c1nc(C#N)c(NCCCN2CCOCC2)o1	?
CCC1Oc2ccc(NC(=O)c3ccccc3OC(C)=O)cc2CN(Cc2ccccc2F)C1=O (configuration not stated)	25.1µM*
CCN1CCN(c2ccc(NS(=O)(=O)c3c(C)nc4sccn4c3=O)cc2Cl)CC1	-23.7%
O=C(/C=C/c1cccnc1)c1cc2ccc1CCc1ccc(cc1)CC2	-4.3%
Cc1ccccc1CN1C(=O)C(O)(CC(=O)c2ccc(F)cc2)c2cc(Cl)ccc21 (configuration not stated)	10.3%
CC(C)OCCC(=O)N1CCCC(CN2CCN(c3ccccn3)CC2)C1 (configuration not stated)	8.8%
Cc1cc2c(nc1C)sc1c(=O)n(CC(=O)N3CCOCC3)cnc12	3.8%
COc1ccc(CNC(=O)CCC2N=C3c4ccccc4N=C(SCc4ccccc4F)N3C2=O)cc1 (configuration not stated)	?
COc1ccc(CCC(=O)N2CCC(Oc3ccc(-c4noc(C)n4)cc3)C2)cc1 (configuration not stated)	-7.3%
CC(C)n1c(C2CCN(C(=O)CCc3nc4ccccc4s3)CC2)nn(C)c1=O	-15.5%
Cc1cc(Nc2ccccc2O)nc(C)n1	-8.9%
CCc1ccccc1NC(=O)Cn1cnc2c1c(=O)n(C)c(=O)n2C	6.5%
O=S(=O)(NCCc1csc2nc(-c3ccc(Cl)cc3)nn12)c1cccs1	-1.4%
Cc1cccc(OCCc2noc(C3CN(S(=O)(=O)c4ccccc4)C3)n2)c1	20.3%
COCCCNc1nc2c(c(=O)[nH]c(=O)n2C)n1CC(O)COc1ccc(Cl)cc1 (configuration not stated)	-0.5%
CCN(c1ccccc1)S(=O)(=O)c1ccc2[nH]cc(C(=O)NCc3ccc(C)cc3)c(=O)c2c1	-26.9%
CCOc1ccc2nc(N3CCCC(C(=O)NCc4ccc(C)cc4)C3)sc2c1 (configuration not stated)	9.5%
CCC1(O)CCC12CCN(C(=O)c1ccc(C)nc1)CC2 (configuration not stated)	7.5%
Cc1ccc2c(c1)-c1cccc3cccc(c13)C2=O	5.7%
O=S(=O)(Cc1ccccc1)N1CCC(c2nc(CCOc3ccc(F)cc3)no2)C1 (configuration not stated)	-20.9%
CCn1c(=O)c2cc(C(=O)N3CCN(c4cccc(OC)c4)CC3)sc2c2ccccc21	-5.1%
Cc1cc(C)c(S(=O)(=O)N2CCN(C(=O)c3cc4ccccc4oc3=O)CC2)c(C)c1	16.8%
COCCN1C(=O)CO[C@H]2CN(S(C)(=O)=O)C[C@H]21	?
O=C(CCc1nnn2c1CN(C(=O)COc1ccc(F)cc1)CC2)NCc1ccccc1	-15.2%
COc1cc(Cl)ccc1C(=O)N[C@@H]1CN(c2ccncn2)C[C@H]1CN(C)C	-26.9%
O=C(NC1CCCCC1)N1C[C@@H]2C[C@H](C1)c1c(-c3ccc4ccccc4c3)ccc(=O)n1C2	4.3%
CCc1nc(CN2CCC(N3CCCC(C(=O)NCc4ccccn4)C3)CC2)no1 (configuration not stated)	?
CCC1(N2CCN(S(=O)(=O)c3cc(F)ccc3C)CC2)CCN(C(=O)NC)C1 (configuration not stated)	-9.5%
